# Bioassay records as filed in PubChem BioAssay.
# FBW7 activator: activators of human E3 ligase FBW7; Q969H0; AlphaScreen FBW7–phospho-cyclin E peptide binding, activator screen; normalized activity (activation), % at 26.1 µM; 650,000 compounds, 0.13% hits; AID 1259310; in the data active means normalized activity above about 1.9%;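 further: purified mutant Fbw7 with reduced substrate affinity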
# Target sequence (Q969H0 whole entry, looked up): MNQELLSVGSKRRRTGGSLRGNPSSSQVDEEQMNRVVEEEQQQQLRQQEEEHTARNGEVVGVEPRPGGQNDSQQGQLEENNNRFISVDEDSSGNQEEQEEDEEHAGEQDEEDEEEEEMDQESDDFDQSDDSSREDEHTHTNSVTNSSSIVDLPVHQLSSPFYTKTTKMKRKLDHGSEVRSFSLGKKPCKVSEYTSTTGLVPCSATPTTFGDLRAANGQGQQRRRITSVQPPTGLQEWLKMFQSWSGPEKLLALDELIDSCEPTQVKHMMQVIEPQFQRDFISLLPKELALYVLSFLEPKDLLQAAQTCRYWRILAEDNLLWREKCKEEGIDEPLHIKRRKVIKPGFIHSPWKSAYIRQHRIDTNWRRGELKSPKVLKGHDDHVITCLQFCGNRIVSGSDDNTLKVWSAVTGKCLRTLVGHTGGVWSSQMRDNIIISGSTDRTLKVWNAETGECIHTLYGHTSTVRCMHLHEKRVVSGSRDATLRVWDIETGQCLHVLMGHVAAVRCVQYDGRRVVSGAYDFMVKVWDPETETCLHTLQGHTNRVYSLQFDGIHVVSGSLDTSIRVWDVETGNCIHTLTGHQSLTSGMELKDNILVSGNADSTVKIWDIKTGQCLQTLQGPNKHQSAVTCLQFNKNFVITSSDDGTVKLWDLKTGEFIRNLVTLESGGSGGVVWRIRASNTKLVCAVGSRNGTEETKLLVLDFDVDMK
# GPR151 activ: human GPR151 activation; Q8TDV0; PathHunter beta-arrestin GPR151 cells, luminescence; activation, % at 11.2 µM; 650,000 compounds, 1% hits; AID 1508602; in the data active means activation above about 4.9%;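 further: 0% = median of compound wells and 100% = cells with positive control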
# Target sequence (Q8TDV0 whole entry, looked up): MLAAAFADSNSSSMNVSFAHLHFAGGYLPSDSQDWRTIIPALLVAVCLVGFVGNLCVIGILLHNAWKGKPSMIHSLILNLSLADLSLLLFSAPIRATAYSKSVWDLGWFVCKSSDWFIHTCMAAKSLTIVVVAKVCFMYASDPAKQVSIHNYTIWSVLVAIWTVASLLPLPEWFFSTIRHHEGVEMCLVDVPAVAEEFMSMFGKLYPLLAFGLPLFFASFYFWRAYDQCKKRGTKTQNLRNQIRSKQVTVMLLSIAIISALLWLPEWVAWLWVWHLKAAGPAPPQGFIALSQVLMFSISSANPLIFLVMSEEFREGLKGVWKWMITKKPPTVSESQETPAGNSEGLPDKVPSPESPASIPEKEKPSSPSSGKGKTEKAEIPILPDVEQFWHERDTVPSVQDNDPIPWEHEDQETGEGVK
# TEAD-YAP block: TEAD-YAP interaction inhibition; AID 1259422; HEK-TIYL cells, TEAD-Gal4/YAP UAS-luciferase luminescence; 640,000 compounds, 1.4% hits; inhibition, % at 9.12 µM; in the data active means inhibition above about 32%;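 further: 0% = median of test compound wells and 100% = reference inhibitor wells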
# MITF primary: blocks human microphthalmia-associated transcription factor. 650,000 compounds, 0.91% hits. AlphaScreen MITF homodimerization, bead proximity signal. AID 1259374. inhibition, % at 2.6 µM. O75030; in the data active means inhibition above about 50%;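 further: 0% = vehicle wells with protein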
# * = called active by the depositor.
# Sample of the layout:
SMILES,FBW7 activator,GPR151 activ,TEAD-YAP block,MITF primary
Cn1c(=O)c2c(nc(N3CCN(c4ccccc4)CC3)n2Cc2ccccc2)n(C)c1=O,-0.1,0.5,-2,12
COC(=O)Nc1cc(C)c(OC)c(C)c1,-0.1,0.7,-3,-9
Cc1ccc(CN(Cc2ccccc2)C(=S)Nc2ccc(Oc3ccccc3)cc2)o1,0.0,0.2,0,-3
CCCCC(c1nnnn1C(C)C)N1CCN(c2ccc(F)cc2)CC1 (stereo not given),-0.3,-0.9,6,5
CSc1ccc(S(=O)(=O)NCCCOC(C)C)cc1,0.0,1.1,-1,15
COc1cccc(CC(=O)N2CCC[C@@H]3CN(Cc4ccsc4)CC[C@H]32)c1,-0.1,0.5,3,-1
COC(=O)CNC(c1ccccc1)c1cc(Br)ccc1NC(=O)CN1CCOCC1 (stereo not given),0.1,-1.3,10,5
O=C(COC(=O)C1CCCN1C(=O)Oc1ccccc1)c1ccccc1 (stereo not given),0.3,-0.5,-9,6
COc1ccc(NC(=O)C(c2ccccc2)N(C)C(=O)c2ccc(=O)[nH]c2)cc1 (stereo not given),0.0,-0.4,-4,12
COc1ccc(CN(Cc2cc3cccc(C)c3n3nnnc23)C(=O)c2ccco2)cc1,-0.1,-0.3,-2,-8
CC(=C\C(=O)O)/C(=C/c1ccc2ccccc2n1)C(=O)O,-0.2,-0.5,6,-9
CC(C)C(=O)N1CCN(C2=NS(=O)(=O)c3ccccc32)CC1,0.6,-0.2,8,6

# The list itself (from the top)
SMILES,FBW7 activator,GPR151 activ,TEAD-YAP block,MITF primary
Cn1c(=O)c2c(nc(N3CCN(c4ccccc4)CC3)n2Cc2ccccc2)n(C)c1=O,-0.1,0.5,-2,12
COC(=O)Nc1cc(C)c(OC)c(C)c1,-0.1,0.7,-3,-9
Cc1ccc(CN(Cc2ccccc2)C(=S)Nc2ccc(Oc3ccccc3)cc2)o1,0.0,0.2,0,-3
CCCCC(c1nnnn1C(C)C)N1CCN(c2ccc(F)cc2)CC1 (stereo not given),-0.3,-0.9,6,5
CSc1ccc(S(=O)(=O)NCCCOC(C)C)cc1,0.0,1.1,-1,15
COc1cccc(CC(=O)N2CCC[C@@H]3CN(Cc4ccsc4)CC[C@H]32)c1,-0.1,0.5,3,-1
COC(=O)CNC(c1ccccc1)c1cc(Br)ccc1NC(=O)CN1CCOCC1 (stereo not given),0.1,-1.3,10,5
O=C(COC(=O)C1CCCN1C(=O)Oc1ccccc1)c1ccccc1 (stereo not given),0.3,-0.5,-9,6
COc1ccc(NC(=O)C(c2ccccc2)N(C)C(=O)c2ccc(=O)[nH]c2)cc1 (stereo not given),0.0,-0.4,-4,12
COc1ccc(CN(Cc2cc3cccc(C)c3n3nnnc23)C(=O)c2ccco2)cc1,-0.1,-0.3,-2,-8
CC(=C\C(=O)O)/C(=C/c1ccc2ccccc2n1)C(=O)O,-0.2,-0.5,6,-9
CC(C)C(=O)N1CCN(C2=NS(=O)(=O)c3ccccc32)CC1,0.6,-0.2,8,6
Cc1cc(C)n(S(=O)(=O)c2ccc(C)c(C)c2C)n1,0.1,1.0,7,-1
COc1ccc(CCNCC(O)COC2CCCc3ccccc32)cc1OC (stereo not given),-0.1,1.4,6,12
Nc1nonc1-n1nnc(-c2ccccc2)c1C(=O)NN=C1CCC(c2ccccc2)CC1 (stereo not given),0.7,-0.1,0,12
CCCN1CCN(C(=O)c2cnc(N3CCN(c4ccccn4)CC3)c3ccccc23)CC1,-0.1,1.5,27,5
O=C(O)CC12CC3CC(C1)CC(n1ncc(Nc4ccc(Cl)cc4)c(Cl)c1=O)(C3)C2,0.2,-0.3,-5,-2
CCOC(=O)c1nc(Nc2ccccc2OC)c2ccccc2n1,0.3,-0.8,-1,-6
CCn1c(=O)n(CC(=O)N2CCN(Cc3ccc4c(c3)OCO4)CC2)c(=O)c2ccccc21,-0.1,0.2,13,4
Cc1nc2cc(C(=O)NCc3ccco3)ccc2n1-c1ccc(OCc2ccccc2)cc1,-0.1,0.6,-9,-5
Cc1nc2ccc(Br)cc2c(Cl)c1CCC(=O)O,0.0,8.9*,6,1
O=C(Nc1ncc(Cc2ccc(Br)cc2)s1)c1cccc([N+](=O)[O-])c1,-0.2,-0.9,-11,7
COC(=O)C1=C(N)OC2=C(C(=O)CCC2)C1c1ccc(Cl)cc1 (stereo not given),0.2,4.0,0,5
CCCOc1ccc(N2CCN(C(=O)c3ccccc3SCC)CC2)nn1,-0.1,-0.6,1,-9
Cc1nnc(-c2ccc(NC(=O)COc3ccc(Cl)cc3Cl)cc2)o1,0.4,-0.4,-9,16
O=C(NCCCN1CCCCC1)NC1CC(=O)N(c2ccc(Cl)cc2)C1 (stereo not given),0.0,2.5,6,-18
Cc1ccc(-n2c(O)c(C=Nc3ccc(C(=O)N4CCCCC4)cc3)c(=O)[nH]c2=O)cc1,-0.1,1.5,-4,0
COc1ccc2cc(C)c3nn(CN4CCN(C(C)=O)CC4)c(=O)n3c2c1,-0.1,-0.5,-9,3
CC(C)C(=O)N1CCN(Cc2ccccc2F)C[C@@H]1C(C)C,-0.1,0.1,4,9
N#C/C(=C/Nc1ccc([N+](=O)[O-])cc1)C(N)=S,-0.6,0.6,-5,14
Cc1ccc(S(=O)(=O)N(CC(=O)O)c2ccccc2)cc1,-0.1,0.9,-3,-3
CC(C)COc1ccc(C(=O)N/C(=C/c2cccc([N+](=O)[O-])c2)C(N)=O)cc1,-0.1,-0.6,-6,11
COc1ccc(Cl)cc1NC(=S)N(Cc1ccc(C)cc1)Cc1cccnc1,-0.1,0.8,-3,7
CCOC(=O)c1nc(N)nc(Nc2ccccc2)n1,-0.6,11*,9,15
CCC(NC(=O)CCc1nnc(Cc2c[nH]c3ccccc23)o1)c1ccc(F)cc1 (stereo not given),0.2,0.0,-9,8
Cc1cccc(NC(=O)c2ccc(-c3cc(Cl)ccc3Cl)o2)n1,0.0,0.2,-9,10
CC(=O)c1ccc(NC(=O)c2cnn3c(C(F)(F)F)cc(-c4ccco4)nc23)cc1,0.1,6.8*,6,17
CCN(CC)C(=O)[C@@H]1C[C@@H](NCc2ccc3ccccc3c2)CN1Cc1cccnc1,0.6,-1.3,15,12
Nc1nnc(SCC(=O)NCCc2ccccc2)s1,0.1,1.5,3,6
COc1cc(/C=C(\C#N)C(=O)Nc2cccc(Cl)c2)ccc1O,0.0,0.1,2,16
O=c1nc(SCc2ccccn2)c2c(n1CCO)CCC2,-0.5,-1.6,-3,16
CC1CCCN(S(=O)(=O)c2ccc3c(c2)CCN3C(=O)C2CCC2)C1 (stereo not given),0.0,-0.3,-11,-8
O=C1OC(c2ccc(Cl)cc2)=C/C1=C\C=C\c1ccccc1,0.0,0.5,2,-7
CC(C)c1nnc(-c2cc3ccccc3n2Cc2cccc(Cl)c2)o1,0.1,-1.4,2,9
O=S(=O)(c1ccccc1)c1nc(-c2cccs2)oc1NCc1cccnc1,0.3,2.8,2,6
O=C(c1cccc(N2C(=O)C3C4C=CC(C4)C3C2=O)c1)N1CCN(c2ccccc2F)CC1 (stereo not given),0.2,0.1,3,3
Cc1nc2ccccc2c2oc(C(=O)Nc3ccc4c(c3)OCCO4)cc12,-0.3,-0.7,-5,4
Cc1ccc(/C=C/C(=O)Nc2sc3c(c2C(N)=O)CCCC3)o1,0.1,0.6,-27,17
COc1ccc(CCNC(=O)c2csc(N3CCOCC3)n2)cc1,0.2,2.2,-4,17
c1ccc(-c2ccc(-c3nc4ccccc4nc3-c3ccccc3)cc2)cc1,0.0,0.7,0,-9
COCCOC(=O)C1=C(C)NC2=C(C(=O)CC(c3ccc(OC)c(OC)c3)C2)C1c1ccc(OC)c(OC)c1 (stereo not given),-0.1,1.8,1,-11
CC(=O)c1cccc(-c2nc3ccc(C(=O)NCCOc4ccccc4)cc3s2)c1,-0.1,0.3,-37,7
Cc1cc(S(=O)(=O)N(C)Cc2ccccc2)ccc1-n1cnnn1,-0.1,2.7,-7,1
O=C(COc1ccc(Br)cc1)NCc1ccncc1,0.1,-2.1,14,4
COc1cccc2sc(Nc3nc(C)c(C(C)=O)s3)nc12,0.0,0.2,-6,1
CCOc1ccc2c(c1)-c1c(ssc1=S)C(C)(C)N2C(=O)C(Cc1ccccc1)N1C(=O)c2ccccc2C1=O (stereo not given),-0.1,-0.4,-6,6
O=C(NC(=S)Nc1ccc([N+](=O)[O-])cc1O)c1ccc(F)cc1,-0.1,-0.2,-80,-6
COC(=O)c1ccc(C(=O)Nc2ccc(S(=O)(=O)c3ccc(NC(=O)c4ccc(C(=O)OC)cc4)cc3)cc2)cc1,-0.1,1.2,0,-1
Cc1c(CN(C)C(N)=O)c(=O)n(-c2ccccc2)n1C,0.2,-0.8,15,-6
CC(C)CC(=O)Nc1ccnn1C1CCN(Cc2ccc(F)cc2Cl)CC1,-0.1,2.4,10,1

# Individual results from the results shown.
# In TEAD-YAP block, O=c1nc(SCc2ccccn2)c2c(n1CCO)CCC2 has the entry -3
# In GPR151 activ, CC(C)c1nnc(-c2cc3ccccc3n2Cc2cccc(Cl)c2)o1 has the entry -1.4

# New compounds follow
SMILES,FBW7 activator,GPR151 activ,TEAD-YAP block,MITF primary
CC(=O)c1cccc(S(=O)(=O)NNc2nc(C)cc(=O)[nH]2)c1,-0.1,0.2,-4,-3
CCCNC(=O)C(=O)Nc1ccc(N(C)C)cc1,-0.2,0.5,-69,1
Cc1ccccc1OCC(=O)Nc1ccccc1-c1ccccc1NC(=O)COc1ccccc1C,0.0,-0.5,4,-5
CCOc1ccc(C(=O)OCC(=O)c2cc(C)n(CC3CCCO3)c2C)cc1OCC (stereo not given),0.1,-0.3,7,4
O=C(Nc1ccccc1)c1ccc(CSc2ccc(Cl)cc2)cc1,0.1,2.6,1,2
CN(C)c1ccc(C2CC=NN2c2ccccc2)cc1 (stereo not given),-0.8,3.2,-7,6
Cc1ccc2c(C)nc(N3CCCC(C(=O)NCC(F)(F)F)C3)nc2c1 (stereo not given),0.5,-0.7,1,20
NCCCC[C@@H]1NC(=O)[C@H]2CN(C(=O)Oc3ccc(Cl)cc3)CCN2C1=O,0.1,-1.0,10,-2
COc1ccc(C2/C(=C(\O)c3ccccc3)C(=O)C(=O)N2c2cc(C(C)(C)C)on2)cc1OC (stereo not given),-0.2,-0.5,-23,2
CCOc1ccc2ccc(OCC)c(/C=C3\C(=O)NC(=S)N(C)C3=O)c2c1,-0.4,1.2,-34,13
CCCSc1nnc2c(n1)OC(c1ccc(O)cc1)Nc1ccccc1-2 (stereo not given),0.1,-0.1,-55,-1
N#Cc1c(SCC(N)=O)nc2c(c1-c1cccnc1)CCC2,-0.2,0.1,10,-2
COc1ccccc1C(=O)NC1CCN(C)CC1,0.0,-1.6,9,11
COc1ccc(C2C(C(=O)Nc3cc(Cl)ccc3OC)c3ccccc3C(=O)N2C)cc1 (stereo not given),0.2,-0.2,-1,20
COc1cc2nc(-c3ccccc3I)oc(=O)c2cc1OC,0.0,0.6,7,1
Cc1ccc(S(=O)(=O)NC(C)c2ccccc2)cc1C (stereo not given),0.1,0.2,-5,-6
N=C1/C(=C/c2cccn2-c2ccc(Br)cc2)C(=O)N=C2SC=CN12,-0.1,0.6,8,7
COC(=O)NCC(c1cccnc1)N1CCN(c2ccccc2)CC1 (stereo not given),-0.1,0.7,3,0
O=C(CN1CCC(NC(=O)C23CC4CC(CC(C4)C2)C3)CC1)Nc1ccccc1,-0.2,-0.6,5,6
CCOc1ccc(-n2cc(-c3ccccc3)c3c(Nc4ccc(OC)c(OC)c4)ncnc32)cc1,0.8,1.5,-1,6
Nc1ccc2nc(-c3ccccc3)c(-c3ccccc3)nc2c1,0.3,2.1,-14,-12
NC(=O)C(CCNS(=O)(=O)c1ccc(Cl)cc1)Sc1ncccn1 (stereo not given),0.2,-0.7,-3,-2
CCC(=O)Nc1nc2ccccc2n1CCN(C)C,-0.3,0.5,10,4
CC1(c2ccc([N+](=O)[O-])cc2)NC(=O)N(Cc2ccccc2C(F)(F)F)C1=O (stereo not given),-0.1,-0.6,-1,-6
Cc1ccc(C)c(S(=O)(=O)N2CCN3C(=O)[C@H](C(C)C)NC(=O)[C@H]3C2)c1,-0.2,0.6,-7,-1
CCC(CO)NC(=O)c1cnc2sc(C)cn2c1=O (stereo not given),-0.2,0.2,9,-3
COc1cc(/C=N\NC(=O)C2C(=O)NCC2c2ccccc2)cc(OC)c1O (stereo not given),-0.1,-0.3,2,-33
CNC(=O)C1CN(CCS(=O)(=O)c2ccccc2)CCN1C(=O)c1ccncc1 (stereo not given),-0.1,-0.8,8,15
CCOC(=O)C1(Cc2cccc(OC)c2)CCCN(C(=O)COc2ccccc2OC)C1 (stereo not given),0.3,2.5,-75,2
O=c1oc(-c2ccccc2)cc(Cl)c1Cl,-0.2,2.9,-15,-3
CCN(C(=O)Cn1ncc2c(=O)oc3ccccc3c21)c1cccc(Cl)c1,-0.1,-0.4,11,8
CCOc1ccc(CN2CCNC(=O)C2CC(=O)NCCC2=CCCCC2)cc1 (stereo not given),0.2,0.3,13,-2
CC(=O)Nc1ccc(Nc2cc(C)nc(-c3cccc(C(C)=O)c3)n2)cc1,-0.1,-1.2,-40,3
CC(C)C(NS(=O)(=O)c1ccc2c(c1)oc(=O)n2C)C(=O)NC1CCCCC1C (stereo not given),0.1,1.3,2,9
O=C(Nc1nncs1)c1ccc(Cl)s1,0.0,0.8,-9,-7
CCOC(=O)C1=C(C)N=C2SCC(=O)N2C1c1cccc2ccccc12 (stereo not given),0.8,7.6*,-5,-10
Cc1ccc(F)cc1CNC1CCN(c2ccc(CC(=O)N3CCC(O)CC3)cc2)CC1,0.0,0.5,-11,-17
COc1ccc(OC)c2sc(N3CCCCC3)nc12,-0.1,2.4,-18,-7
COc1ccccc1N(CC(=O)NCc1ccccc1)S(=O)(=O)c1ccc(C)cc1,-0.1,-1.4,5,5
CC(=O)NCc1ccc(CNC(C)=O)cc1,-0.1,0.8,4,-14
